# SSB-PriA inh – inhibitors of Klebsiella pneumoniae PriA binding to SSB C-terminal tail, primary screen, biochemical, AlphaScreen | AID 1272365, 2023 | hit rate 0.6% among 430,000 | inhibition, % at 33 µM | PriA–SSB C-terminal tail interaction (Klebsiella pneumoniae) | AlphaScreen SSBct-PriA binding, biotinylated peptide; in the data active = inhibition mostly above about 37%, no sharp cut-off; inactive = mostly below about 20%;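 note: plate controls were negative control peptide for no effect and reference peptide for full effect; strong numbers were not always called active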
# 3CLpro inhibitor – SARS-CoV 3CLpro protease inhibitors, primary screen, biochemical, quenched FRET. Replicase polyprotein 1ab (Severe acute respiratory syndrome coronavirus), P0C6X7. recombinant SARS-CoV 3CLpro, quenched FRET peptide cleavage. inhibition, % at 6 µM. hit rate 0.14% among 290,000. AID 1706, 2009; in the data active = inhibition above about 12%
# PfHsp40 yeast – rescue of yeast from PfHsp40 toxicity, primary screen, S. cerevisiae, ATP luminescence | growth rescue, % at 12.5 µM | hit rate 0.68% among 340,000 | S. cerevisiae expressing PfHsp40, growth rescue; in the data active = growth rescue above about 28%, passing the limit was not always enough;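 note: yeast W303a lacking pdr1 and pdr3 grown in galactose medium; growth measured after three days at 30 °C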
# Yp Topo-I inh – Yersinia pestis topoisomerase I inhibitors, primary screen, biochemical, cleavage product accumulation, plate reader, single point. DNA topoisomerase I (Yersinia pestis CO92). Y. pestis Topo-I cleavage product accumulation. activity, % at 10 µM. hit rate 0.064% among 360,000. AID 504884, 2011; in the data active = activity above about 50%, passing the limit was not always enough; note: inactives centre near 2
# MazEF act – activators of E. coli MazEF toxin-antitoxin RNase, primary screen, biochemical, fluorescence, uHTS | Endoribonuclease toxin MazF (Escherichia coli (strain K12)), P0AE70 | FAM/BHQ RNA-DNA oligo cleavage fluorescence, 5 h | activation, % at 20 µM | hit rate 0.32% among 350,000 | AID 504720, 2011; in the data active = activation above about 50%
# Target sequence (P0AE70 whole entry, looked up): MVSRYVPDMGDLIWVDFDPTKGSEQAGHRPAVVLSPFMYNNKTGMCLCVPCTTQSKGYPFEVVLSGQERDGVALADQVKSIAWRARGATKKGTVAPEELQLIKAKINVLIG
# Anthrax LF inh2 – Bacillus anthracis LF protease inhibitors, primary screen, biochemical, multiplex microsphere, MLPCN library; multiplex microsphere protease cleavage assay; inhibition, % at 10 µM; hit rate 0.12% among 360,000; AID 588501, 2011; in the data active = inhibition above about 30%; note: plate controls were buffer without enzyme for full effect and enzyme alone for no effect
# Rv3671c protease – Rv3671c serine protease inhibitors, primary screen, biochemical, fluorescence polarization, M. tuberculosis H37Rv | P9WHR9 | inhibition, % at 5.96 µM | hit rate 0.048% among 320,000; in the data active = inhibition above about 38%;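 note: extracellular domain of Rv3671c used as enzyme; 0% = enzyme with DMSO and 100% = no enzyme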
# Target sequence (P9WHR9 whole entry, looked up, the tested form may be a part): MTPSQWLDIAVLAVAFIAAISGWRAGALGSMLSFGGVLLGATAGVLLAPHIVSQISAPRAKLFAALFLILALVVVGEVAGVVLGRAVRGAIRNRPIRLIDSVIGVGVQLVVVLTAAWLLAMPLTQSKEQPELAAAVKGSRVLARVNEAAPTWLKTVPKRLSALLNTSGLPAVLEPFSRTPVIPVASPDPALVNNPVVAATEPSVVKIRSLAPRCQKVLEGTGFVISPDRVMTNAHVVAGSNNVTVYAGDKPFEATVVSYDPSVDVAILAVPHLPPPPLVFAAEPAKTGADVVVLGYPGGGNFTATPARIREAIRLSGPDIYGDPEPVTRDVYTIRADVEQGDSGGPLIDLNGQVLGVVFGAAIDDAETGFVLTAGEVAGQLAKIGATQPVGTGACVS
# TcdB GH inh – TcdB glycohydrolase inhibitors, primary screen, biochemical, single point, plate reader | AID 652162, 2013 | TcdB glycohydrolase enzymatic assay | hit rate 0.24% among 350,000 | inhibition, % at 9.99 µM; in the data active = inhibition above about 10%
# BH1578 lux ind – inducers of Vibrio cholerae quorum light production without autoinducers, primary screen, BH1578 luxS cqsA deficient, single point | V. cholerae BH1578 lux reporter, luminescence, 6 h | activation, % at 18.7 µM | hit rate 0.16% among 350,000 | AID 588436, 2011; in the data active = activation mostly above about 9.7%, no sharp cut-off; note: not every result past the cut was called active; inactives centre near 0; reference of the scale not given here
# VHR inh abs – VHR1 phosphatase inhibitors, primary screen, biochemical, absorbance, uHTS; inhibition, % at 13.3 µM; hit rate 0.52% among 290,000; AID 1654, 2009; recombinant VHR phosphatase, pNPP absorbance; Dual specificity protein phosphatase 3 (Homo sapiens), P51452; in the data active = inhibition above about 50%; note: some compounds called inactive have numbers as strong as hits
# Target sequence (P51452 whole entry, looked up): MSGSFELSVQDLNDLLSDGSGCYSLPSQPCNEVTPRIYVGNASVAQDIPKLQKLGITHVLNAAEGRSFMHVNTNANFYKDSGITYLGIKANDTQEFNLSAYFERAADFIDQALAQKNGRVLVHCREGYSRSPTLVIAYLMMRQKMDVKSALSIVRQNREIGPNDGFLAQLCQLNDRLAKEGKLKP
# An asterisk follows results filed as active; i = inactive; · = not tested or not shown.
SMILES,SSB-PriA inh,3CLpro inhibitor,PfHsp40 yeast,Yp Topo-I inh,MazEF act,Anthrax LF inh2,Rv3671c protease,TcdB GH inh,BH1578 lux ind,VHR inh abs
O=C(O)C1=C[C@H](C2CC2)C[C@H](OCCCCO)O1,10.1,4.6,-1.1,1.9,-2.6,6.7,-10.7,0.9,-11.1,30.1
CNc1nc2ccccc2n1CC(=O)c1ccccc1,-8.2,1.1,-1.4,-12.7,5.2,8.9,·,-0.3,-1.9,3.5
CN1c2ccccc2N(C)C1(C)c1ccccc1,41.9*,0.1,1.3,4.5,13.3,-14.7,-30.4,-9.0,3.3,4.7
CCOc1ccc2nc(N3C(=O)/C(=C/c4ccccc4)NC3=S)sc2c1,2.7,5.6,0.3,-4.6,-0.1,2.1,-1.0,1.8,-0.1,36.0
COc1cc([N+](=O)[O-])cc(/C=N/NC(=O)C(C)Nc2ccccc2C)c1O (stereo not given),·,2.3,0.5,-1.8,-0.7,-1.9,6.4,0.8,-0.2,-10.8
CCN(Cc1ccccc1)C(=O)c1ccccc1C,-15.4,-4.5,1.2,1.3,0.6,-2.0,-6.2,·,i,-2.1
COc1ccc(C2/C(=C(/O)c3ccc(C)cc3)C(=O)C(=O)N2c2ccccn2)cc1OC (stereo not given),·,-1.9,0.0,5.2,0.1,5.0,1.8,0.6,i,-0.7
CC(C)(C)c1ccc(C(=O)N/N=C/c2ccc(OCCCF)cc2)cc1,·,5.8,2.4,28.8,4.8,-3.0,2.3,-0.2,-0.5,27.6
O=C(c1ccc(Br)cc1)c1cc2ccc(O)cc2oc1=O,0.8,9.2,0.8,0.1,5.5,3.3,-0.6,-2.6,i,2.4
O=C(Cc1ccc(Cl)cc1)NCCc1c[nH]c2ccccc12,9.4,2.7,-1.2,1.2,2.7,2.3,-1.3,0.8,-0.4,·
C=CCNC(=O)COC(=O)c1cccnc1Nc1ccccc1F,-14.6,3.1,0.7,6.0,5.7,3.4,-2.4,0.1,-0.2,15.2
COCCn1c(=NC(=O)c2ccc(S(=O)(=O)N3CCCc4ccccc43)cc2)sc2cc(S(C)(=O)=O)ccc21,-5.9,-5.3,0.5,27.0,-10.3,-4.1,-1.8,·,-0.4,13.6

# In a second layout: entries from further up.
mol	SSB-PriA inh	3CLpro inhibitor	PfHsp40 yeast	Yp Topo-I inh	MazEF act	Anthrax LF inh2	Rv3671c protease	TcdB GH inh	BH1578 lux ind	VHR inh abs
CN1c2ccccc2N(C)C1(C)c1ccccc1	41.9*	0.1	1.3	4.5	13.3	-14.7	-30.4	-9.0	3.3	4.7
CCOc1ccc2nc(N3C(=O)/C(=C/c4ccccc4)NC3=S)sc2c1	2.7	5.6	0.3	-4.6	-0.1	2.1	-1.0	1.8	-0.1	36.0

# The list continues.
SMILES,SSB-PriA inh,3CLpro inhibitor,PfHsp40 yeast,Yp Topo-I inh,MazEF act,Anthrax LF inh2,Rv3671c protease,TcdB GH inh,BH1578 lux ind,VHR inh abs
O=C(/N=C1\NC(=O)C(F)(C(F)(F)F)S1)NC1CCCCC1 (stereo not given),·,·,-0.9,-2.9,6.0,2.3,-5.2,·,-5.0,5.6
O=c1c2c(-c3ccccc3)csc2ncn1/N=C/c1cccc([N+](=O)[O-])c1O,·,1.7,-1.8,3.4,-12.6,2.0,3.2,0.7,-0.6,2.7
O=c1c2cc(NC(=S)NC3CCCC3)ccc2nc2n1CCCCC2,11.6,3.4,-1.4,7.9,4.7,-8.1,5.1,-0.5,2.9,36.9
COC(=O)c1c(NC(=O)CSc2nnnn2-c2ccccc2)sc2c1CCC(C)C2 (stereo not given),-9.1,2.6,-1.2,-0.3,6.9,-4.4,-25.4,0.2,-1.4,7.7
O=c1[nH]c(O)c(C=Nc2ccccc2Sc2ccccc2)c(=O)[nH]1,-1.8,3.9,-0.3,2.5,-22.6,-9.8,-0.6,0.9,-0.3,12.7
CN(CC(=O)Nc1ccc(Cl)cc1)C(=O)CCc1ccccc1,1.0,-1.3,1.5,-3.7,2.1,-0.7,2.5,0.1,i,15.3
Cc1cccc(-n2c(N)c(C(=O)N3CCN(C)CC3)sc2=S)c1,-5.2,2.3,-1.3,-1.3,3.9,1.5,-4.6,·,i,61.3
CCCCNC(=O)C1(C)CCCCCN1Cc1cccc2c(OC)cc(C(=O)OCC)cc12 (stereo not given),·,·,·,35.2,·,0.3,·,0.6,-0.5,·
CCCC(=O)N1CC2(C)CN(C(=O)CCC)CC(CCC)(C1)C2=O,6.1,4.5,0.9,-0.1,1.1,3.7,-0.1,·,i,3.6
COc1cc(/C=N/NC(N)=S)ccc1OCc1ccc(C)cc1,·,0.9,22.3,10.7,14.0,-0.7,-6.5,1.8,-0.3,-5.7
O=C(c1cc2cc(F)ccc2[nH]1)N1CCN(c2cccc(Cl)c2)CC1,-0.6,2.8,0.6,11.5,-5.9,-7.6,-4.3,-0.1,i,9.5
O=C(c1ccccc1)N1N=C(c2ccccc2O)CC1c1ccc(Br)cc1 (stereo not given),-1.3,2.1,-0.5,11.2,-8.8,-11.6,0.7,0.0,-0.6,·
CC1=NN(c2ccccc2)C(=O)C1C(=O)C(=O)Nc1ccc(F)cc1 (stereo not given),-5.3,1.2,-0.9,-4.0,0.0,-3.2,-15.1,-1.7,-0.2,7.7
O=C(c1ccc(OC2CCN(C/C=C/c3ccccc3)CC2)cc1)N1CCCCC1,-6.3,0.3,-1.1,21.5,-0.4,1.2,-6.4,1.5,-0.4,6.5
O=C(NCC1CCCO1)/C(=C\c1ccc(Cl)cc1)NC(=O)c1ccccc1 (stereo not given),-4.8,0.2,-0.2,-2.7,-2.0,-2.3,4.5,·,-0.7,20.9
O=C(Nc1nc(-c2ccccc2)cs1)c1cccc([N+](=O)[O-])c1,19.9,8.7,0.4,-13.7,5.5,-3.0,-53.0,·,-2.4,20.0
Cc1ccc(Cn2c(SCCN3CCCCC3)nc3c2c(=O)[nH]c(=O)n3C)cc1,-9.2,0.6,-0.1,16.6,6.2,-1.9,-6.2,-0.1,0.3,20.9
Cn1c(O)c(/C=C2\C=Nc3ccc(Br)cc32)c(=O)n(C)c1=O,·,0.8,-1.1,-5.1,1.1,6.5,0.8,0.5,i,-2.0
Cc1cccc(Nc2nn3c(=O)c4ccccc4nc3s2)c1,-6.6,-1.7,0.0,-1.1,-1.5,0.9,-7.0,·,-0.4,36.3
Cn1c2ccccc2c(=O)c2ccc(-c3ccc4c(c3)OCO4)cc21,-34.6,-5.6,0.3,17.7,-21.8,14.2,-59.1,1.0,i,29.1
COc1ccc(Cl)cc1-c1nc(SCC(=O)N(C)CCC#N)n[nH]1,-1.9,1.8,-0.7,-9.1,12.5,-1.1,-10.4,1.3,-0.2,26.2
FC(F)Oc1ccccc1NC(=S)NCCc1ccccc1,-7.2,·,1.5,-1.7,3.0,-2.8,-5.2,1.5,-0.4,·
CCOc1ccc(S(=O)(=O)NCCC(=O)N(C)CC(=O)Nc2ccc(OC)cc2)cc1,-7.8,0.1,-0.5,-2.0,-2.3,-0.5,-10.9,0.2,0.5,0.9
CCC(=O)N1CCc2cc(S(=O)(=O)CCC(=O)NCCc3ccc(S(N)(=O)=O)cc3)ccc21,-13.7,2.3,-1.6,0.5,0.5,2.8,-4.3,1.6,i,21.1
CCN(CC)CC(=O)NCC1(c2ccccc2)CCCC1,1.5,-1.7,-0.7,4.3,-5.7,-2.6,-1.8,0.5,-0.6,5.1
Cc1ccccc1CNC(=O)CN(c1cccc([N+](=O)[O-])c1)S(C)(=O)=O,-15.3,3.0,0.8,2.2,8.3,-3.6,-1.2,-1.2,-0.3,15.1
CCOC(=O)N1CCc2c(sc(NC(=O)CN3CCN(C)CC3)c2C(=O)Nc2ccccc2)C1,2.5,1.0,-2.0,6.9,-14.8,1.6,0.9,1.6,-1.6,6.2
Nc1nc2ccccc2cc1S(=O)(=O)c1ccccc1,-8.0,0.4,0.2,2.6,0.1,-0.9,0.0,0.6,2.8,18.8
Cc1ccc(CNC(=O)CN(c2ccc(C(C)C)cc2)S(=O)(=O)c2c(C)noc2C)cc1,-8.2,8.6,-0.5,7.2,4.5,-1.6,-10.0,0.2,-1.0,-18.6
COc1cc(OC)cc(C(=O)Nc2cc(-c3cn4cccnc4n3)ccc2C)c1,-5.9,1.6,2.2,-2.1,-1.7,-3.1,2.6,-0.2,i,29.6
CS(=O)(=O)N1CCC(Oc2ccccc2C(=O)NC2CCCCCC2)CC1,-1.4,-0.8,-1.0,-8.1,0.9,-4.4,-0.7,-3.8,i,25.2
COc1ccccc1CNC(=S)Nc1ccc(S(N)(=O)=O)cc1,5.5,-3.0,1.2,-3.8,-6.1,2.3,-5.5,·,-7.7,·
COc1cc(/C=N/Nc2ccc(Cl)c(C(=O)O)c2)ccc1OC(=O)c1ccc(F)cc1,·,1.7,0.2,4.2,2.4,-1.0,0.9,-0.2,-0.3,11.3
O=c1c2ccccc2c(C=NCc2ccccn2)c(O)n1-c1ccccc1Cl,2.0,-3.3,0.8,7.6,14.1,-2.1,1.7,0.4,-1.4,-6.4
COc1ccc(NC(=O)c2cc(-c3cc(F)ccc3OCC3CCCO3)n[nH]2)cc1OC (stereo not given),·,·,·,-4.7,·,-0.5,·,-3.1,0.4,·
O=C1CC(Cc2ccc(Cl)cc2)C(=O)N1c1ccncc1 (stereo not given),-20.7,-2.5,0.3,3.5,3.0,4.4,5.3,·,i,22.2
O=C(CCc1ccccc1)Nc1cc(NC(=O)CCc2ccccc2)cc(C(=O)O)c1,-1.5,1.0,0.2,5.5,0.4,-1.6,-2.9,0.4,i,16.6
Cc1cc(C)cc(NC(=O)C2CCN(C(=O)c3cccs3)CC2)c1,6.3,-3.8,1.1,7.4,1.2,-2.5,-3.3,0.2,-0.9,14.4
C=C(C)CSc1nnc(-c2ccc(C)cc2)n1N,-26.4,0.4,0.1,-9.2,8.0,-7.0,-13.1,·,·,24.3
CCCn1c(N)c(C(=O)CSc2nnnn2-c2ccc(O)cc2)c(=O)n(C)c1=O,-1.5,2.6,0.2,-8.5,1.1,6.5,-5.5,·,i,36.8

# Single entries from the entries so far:
# MazEF act with O=c1[nH]c(O)c(C=Nc2ccccc2Sc2ccccc2)c(=O)[nH]1 is entered as -22.6
# MazEF act with Cc1cccc(-n2c(N)c(C(=O)N3CCN(C)CC3)sc2=S)c1 is entered as 3.9
# MazEF act with CCCn1c(N)c(C(=O)CSc2nnnn2-c2ccc(O)cc2)c(=O)n(C)c1=O is entered as 1.1
# VHR inh abs with O=C(/N=C1\NC(=O)C(F)(C(F)(F)F)S1)NC1CCCCC1 (stereo not given) is entered as 5.6
# Rv3671c protease with C=C(C)CSc1nnc(-c2ccc(C)cc2)n1N is entered as -13.1
# TcdB GH inh with Cc1ccccc1CNC(=O)CN(c1cccc([N+](=O)[O-])c1)S(C)(=O)=O is entered as -1.2
# Anthrax LF inh2 with CS(=O)(=O)N1CCC(Oc2ccccc2C(=O)NC2CCCCCC2)CC1 is entered as -4.4

# The list is partial, so the mix of outcomes need not match the whole.
